Assay outcomes from PubChem BioAssay.
FLuc inhib CS: counter-screen for luciferase assay inhibitors: firefly luciferase inhibition; AID 1006; ATPLite firefly luciferase biochemical luminescence, 10 min; P08659; inhibition, % at 10 µM; hit rate 1.5% among 200,000;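 active = inhibition above about 50% when tested at 10 µM, limit read from the data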
Target sequence (P08659 whole entry, looked up): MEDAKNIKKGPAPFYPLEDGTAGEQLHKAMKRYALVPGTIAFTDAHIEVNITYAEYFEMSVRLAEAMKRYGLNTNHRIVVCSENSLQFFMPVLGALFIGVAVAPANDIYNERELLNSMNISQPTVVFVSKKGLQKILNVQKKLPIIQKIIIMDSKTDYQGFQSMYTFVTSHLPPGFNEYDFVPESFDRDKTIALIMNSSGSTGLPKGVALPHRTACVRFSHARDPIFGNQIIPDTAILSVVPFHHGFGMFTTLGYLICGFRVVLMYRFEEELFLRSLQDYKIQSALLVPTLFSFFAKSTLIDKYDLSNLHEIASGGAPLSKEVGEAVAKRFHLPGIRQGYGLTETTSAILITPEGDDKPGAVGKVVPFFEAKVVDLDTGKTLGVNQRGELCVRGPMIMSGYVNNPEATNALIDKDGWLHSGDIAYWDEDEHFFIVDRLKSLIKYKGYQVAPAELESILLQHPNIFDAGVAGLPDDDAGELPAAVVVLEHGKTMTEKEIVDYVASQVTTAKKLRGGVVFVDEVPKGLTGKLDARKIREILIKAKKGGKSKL
G6PDH CS: inhibits Leuconostoc G6PDH, flagging false hits in G6PDH-based assays | Purified L. mesenteroides G6PDH, diaphorase/resazurin coupled fluorescence, 45 min | inhibition, % at 5 µM | hit rate 0.12% among 200,000; in the data active = inhibition above about 50%
FLuc stim CS: affects firefly luciferase, flagging false hits in luciferase stimulation screens; P08659; ATPlite luciferase biochemical, luminescence, 10 min; 0 = ATP-free wells, 1 = DMSO control; activation factor at 10 µM; 200,000 tested, under 10 active; AID 1027;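 active = luciferase activation factor, scaled between plate controls, of at least 2 with compound at 10 µM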
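Material: Luciferase/luciferin reagent mix | Doses: Test compounds dosed from 2 mM stocks in 100% DMSO | Timing: 10 min incubation after luciferase reagent addition, room temperature | Measured by: Luminescence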
NF-kB neuron act: compounds increasing NF-kB expression in human neuronal cells. NF-kB reporter expression; active compounds read high. fold change at 12.5 µM. hit rate 1.6% among 190,000. AID 1239; in the data active = fold change above about 3.3
TLR4-MyD88 BLA: blocks binding of human TLR4 to MyD88; hit rate 0.18% among 200,000; O00206+Q99836; HeLa CL3-4 TLR4/MyD88 BLA complementation, FRET ratio; inhibition, % at 8.4 µM; in the data active = inhibition above about 25%;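 note: 0% = vehicle and 100% = reference inhibitor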
APP transl inh: APP translation inhibition; SH-SY5Y APP 5'UTR-luciferase reporter, luminescence; inhibition, % at 2 µM; hit rate 0.82% among 190,000; AID 1285;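 active = inhibition above a set limit, derived from the sample mean plus 3 SD, cut at about 45% in these data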; note: values of inactives mirror those of a sister screen read the other way
Diaph act CS: counter-screen for diaphorase-based assays: diaphorase activators and chemical reducers; Diaphorase/resazurin coupled assay, resorufin fluorescence, 16 min; active compounds read high; 1 = vehicle wells, 0 = NADH-free wells; activation factor at 20 µM; hit rate 0.005% among 190,000; AID 1229;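 active = diaphorase activity raised at least twofold by the compound at 20 µM; inactive = activation factor below 2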
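Material: Clostridium kluyveri diaphorase, purified enzyme; Quantity: enzyme 0.07 U/mL final; Medium: HEPES pH 7.4 buffer with MgCl2 and Tween 20; Dosing: single compound dose of 20 µM, 1% DMSO final; Schedule: 16 min reaction at room temperature; Measured by: red resorufin fluorescence at 544/590 nm excitation/emission.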
APP 5'UTR act: activates APP 5'UTR luciferase reporter | SH-SY5Y APP 5'UTR luciferase reporter, luminescence; zero percent = DMSO vehicle wells | activation, % at 2 µM | hit rate 1% among 190,000 | AID 1276;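 active = activation above a set limit, based on mean plus 3 SD of controls, cut at about 140% in these data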; note: values of inactives mirror those of a sister screen read the other way
STAT1 activator: activators of IFN-gamma induced STAT1 signaling; NIH 3T3 STAT1-luciferase reporter, luminescence; 100% = IFN-gamma alone, no compound; activation (% of control), % at 5.5 µM; hit rate 2.6% among 200,000;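 active = activation above the screen-wide mean activation plus 3 SD, cut at about 130% in these data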;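 note: raw ratio to IFN-gamma control signal so 100% means no change and 0% no light; values of inactives mirror those of a sister screen read the other way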
Diaph inh CS: inhibits diaphorase or chemically oxidizes, flagging diaphorase assay artifacts; inhibition, % at 20 µM; AID 1217; hit rate 0.69% among 190,000; diaphorase resazurin-to-resorufin fluorescence, NADH, 16 min; bacterial (C. kluyveri) enzyme, not human;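 active = primary screen inhibition at 20 µM above a set limit, cut at about 50% in these data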;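 note: plate controls were DMSO with full reaction for no effect and wells lacking NADH for full effect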
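Benchmarks: positive control wells lacking NADH, neutral wells with DMSO only. System: bacterial diaphorase enzyme (C. kluyveri). Input: 0.14 U/mL diaphorase, enzyme working solution. Detection: resorufin fluorescence, excitation 544 nm, emission 590 nm. Times: 16-min room-temperature incubation before reading.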
* marks the source's active call; other numbers are inactive results; · = not tested or not shown.

SMILES	FLuc inhib CS	G6PDH CS	FLuc stim CS	NF-kB neuron act	TLR4-MyD88 BLA	APP transl inh	Diaph act CS	APP 5'UTR act	STAT1 activator	Diaph inh CS
COc1cccc(/C=C(/C#N)c2ccc(F)cc2)c1OCc1cccc(C(=O)O)c1	1	5	1	1.2	-13	1	0.9	-1	101	10
CC(OC(=O)c1ccncc1)C(=O)Nc1cccc([N+](=O)[O-])c1 (centres undefined)	1	10	1	1	-6	-3	1.1	3	99	-5
Cc1oc(-c2cc3c(cc2Cl)OCO3)nc1CN1CCCC(C(=O)N2CCOCC2)C1 (centres undefined)	-4	7	1	0.98	-9	-15	1	15	99	-3
CN(C(=O)CSc1nnc(-c2ccco2)n1N)C1CCCCC1	-1	2	1	1.3	6	-2	0.9	2	101	11
O=C(O)c1cnc(-c2ccccc2)nc1Oc1ccc(Cl)cc1	-8	6	1.1	0.93	5	12	0.9	-12	105	7
Cc1ccccc1C(=O)NNC(=S)NC(=O)c1ccc(Cl)cc1Cl	-2	-5	1	1	-9	1	0.7	-1	105	34
Cc1cnc(CN(C)Cc2c(C(=O)N3CCc4ccccc4C3)nc3ccc(Cl)cn23)[nH]1	-3	13	1	1	2	-6	1	7	100	-4
COc1cc(OC)cc(-n2nnnc2SCC(=O)NC2CCCC2)c1	-6	-7	1.1	0.98	-2	37	0.9	-37	102	13
COCCNC(=O)c1cn(C)c2ccccc2c1=O	2	12	1	1.4	9	8	1	-8	101	-4
Cc1nc2sccn2c(=O)c1CCN1CCC(=C(c2ccccc2)c2ccc(F)cc2)CC1	-8	8	1.1	0.96	-8	-2	0.8	2	99	16
Cc1nn(CCCC(=O)Nc2cccnc2Cl)c(C)c1[N+](=O)[O-]	0	1	1	1.1	-3	4	1	-4	103	0
COc1ccc(NC(=O)c2cc(-c3cccnc3)nc3ccc(C)cc23)cc1OC	2	5	1	0.94	-6	1	1	-1	105	-5
Cc1cccn2c(/C=N/OCc3cccc(F)c3)c(-c3ccc(Cl)cc3)nc12	-1	-2	1	0.79	-3	-6	1	6	98	2
COC(=O)CSc1nnc(-c2ccc(OC)c(OC)c2)o1	1	10	1	1	-4	-17	1.1	17	100	-8
S=c1[nH]nc(-c2ccc(Cl)cc2)n1-c1ccc2c(c1)OCCO2	7	-2	0.9	1.2	-6	0	0.6	0	94	42
O=C1C(Cl)=C(N2CCOCC2)C(=O)N1c1cccc(Cl)c1	-6	4	1.1	1.2	-1	0	1.1	0	107	-6
CCOC(=O)c1ccc2nc(C)c(CC)c(Cl)c2c1	5	15	0.9	1.4	-9	-9	1	9	112	2
O=C(NC(=S)Nc1cc(S(=O)(=O)N2CCOCC2)ccc1O)c1ccco1	8	-1	0.9	0.95	-1	-2	0.8	2	105	16
CCOC(=O)c1ccc(NC(=O)CNC(=O)c2ccccc2)cc1	-6	4	1.1	1.1	1	5	0.9	-5	95	12
CC(C)n1c(-c2ccccc2F)n[nH]c1=S	7	7	0.9	1	8	11	1.1	-11	100	-7

Some of the entries so far, with bars between the fields.
structure | FLuc inhib CS | G6PDH CS | FLuc stim CS | NF-kB neuron act | TLR4-MyD88 BLA | APP transl inh | Diaph act CS | APP 5'UTR act | STAT1 activator | Diaph inh CS
O=C(NC(=S)Nc1cc(S(=O)(=O)N2CCOCC2)ccc1O)c1ccco1 | 8 | -1 | 0.9 | 0.95 | -1 | -2 | 0.8 | 2 | 105 | 16
CCOC(=O)c1ccc(NC(=O)CNC(=O)c2ccccc2)cc1 | -6 | 4 | 1.1 | 1.1 | 1 | 5 | 0.9 | -5 | 95 | 12

New compounds follow:
SMILES	FLuc inhib CS	G6PDH CS	FLuc stim CS	NF-kB neuron act	TLR4-MyD88 BLA	APP transl inh	Diaph act CS	APP 5'UTR act	STAT1 activator	Diaph inh CS
Cc1ccc(-n2cc(CN3CCCN(C=O)CC3)c(-c3ccc(F)cc3)n2)cc1	4	13	1	1.1	6	-14	1.1	14	105	-6
CCCn1c(SCC(=O)Nc2ccccc2Oc2ccccc2)n[nH]c1=O	2	18	1	0.89	12	2	0.9	-2	96	5
CN1C(=O)/C(=C/c2ccc3c(c2)OCO3)N=C1c1ccccc1	62*	4	0.4	1.2	5	2	0.9	-2	98	15
O=C(NC1CCCCC1)N1CCC(c2nc3ccc(Cl)cc3[nH]2)CC1	0	14	1	1	-3	-2	1.1	2	101	-15
CCOC(=O)c1ccc(NC(=O)Cn2cccc2)cc1	6	1	0.9	1.3	4	-11	1	11	101	3
COc1cccc(OCCOCCNCCO)c1	-3	1	1	1.1	-1	-2	0.9	2	101	13
CCCNS(=O)(=O)c1ccc(OCC(=O)Nc2ccc3c(c2)OCO3)cc1	-3	11	1	1.2	13	-22	1.1	21	99	-5
COc1ccc(-n2c(N)c(C(=O)NCC3CCCO3)c3nc4ccccc4nc32)c(OC)c1 (centres undefined)	-5	10	1.1	0.33	-13	-11	0.7	11	101	29
COc1ccc(C2C(C#N)=C(/N=C/N3CCOCC3)OC3=C2C(=O)CC(C)(C)C3)cc1OC (centres undefined)	-4	10	1	1.1	-4	-15	0.9	15	96	7
CCCc1cc(=O)oc2cc(OCc3cc(OC)c(OC)c(OC)c3)c(Cl)cc12	0	-3	1	1.3	-14	-4	0.9	4	95	13
O=C(N/N=C\c1cccc(Cl)c1)c1n[nH]c2c1CCCC2	38	-19	0.6	1.6	15	-156	1.1	156*	170*	-7
CCC1(C)Cc2ccccc2C(=S)N1 (centres undefined)	-2	7	1	1.1	16	-3	0.9	3	104	6
O=C(COC(=O)c1ccc(N2CCOCC2)c([N+](=O)[O-])c1)Nc1ccc2c(c1)OCO2	0	0	1	1.1	3	-1	0.8	1	98	18
C=C(C)CNC(=S)NNC(=O)c1ccc(Br)cc1	-6	-4	1.1	1.3	2	-3	1	3	101	0
CCOC(=O)c1sc(NS(=O)(=O)c2ccccc2)nc1C	0	7	1	0.95	1	-2	0.9	1	90	5
COC(=O)c1ccc2nc(C)cc(Nc3ccc(N(C)C)cc3)c2c1	-2	1	1	0.64	-4	0	1.1	0	102	-7
COc1cccc(CNC(=O)CCC2CCCN(C(=O)CCc3c(C)noc3C)C2)c1 (centres undefined)	-7	13	1.1	·	-31	21	0.8	-21	91	21
CC1CN(c2cc(=O)n(Cc3ccc(F)cc3)c(=O)[nH]2)CC(C)O1 (centres undefined)	-8	2	1.1	1.1	-11	·	0.7	·	96	26
CC(=O)Nc1cccc(OCC(=O)NC(C)C(C)C)c1 (centres undefined)	0	-6	1	1.1	-10	69*	1	-69	102	1
CCOc1ccc(N)cc1OC	-3	7	1	0.98	13	-74	0.9	74	107	6

Grouped by structure: those above containing an NH in an aromatic ring
SMILES	FLuc inhib CS	G6PDH CS	FLuc stim CS	NF-kB neuron act	TLR4-MyD88 BLA	APP transl inh	Diaph act CS	APP 5'UTR act	STAT1 activator	Diaph inh CS
Cc1cnc(CN(C)Cc2c(C(=O)N3CCc4ccccc4C3)nc3ccc(Cl)cn23)[nH]1	-3	13	1	1	2	-6	1	7	100	-4
S=c1[nH]nc(-c2ccc(Cl)cc2)n1-c1ccc2c(c1)OCCO2	7	-2	0.9	1.2	-6	0	0.6	0	94	42
CC(C)n1c(-c2ccccc2F)n[nH]c1=S	7	7	0.9	1	8	11	1.1	-11	100	-7
CCCn1c(SCC(=O)Nc2ccccc2Oc2ccccc2)n[nH]c1=O	2	18	1	0.89	12	2	0.9	-2	96	5
O=C(NC1CCCCC1)N1CCC(c2nc3ccc(Cl)cc3[nH]2)CC1	0	14	1	1	-3	-2	1.1	2	101	-15
O=C(N/N=C\c1cccc(Cl)c1)c1n[nH]c2c1CCCC2	38	-19	0.6	1.6	15	-156	1.1	156*	170*	-7
CC1CN(c2cc(=O)n(Cc3ccc(F)cc3)c(=O)[nH]2)CC(C)O1 (centres undefined)	-8	2	1.1	1.1	-11	·	0.7	·	96	26

(further entries)
SMILES	FLuc inhib CS	G6PDH CS	FLuc stim CS	NF-kB neuron act	TLR4-MyD88 BLA	APP transl inh	Diaph act CS	APP 5'UTR act	STAT1 activator	Diaph inh CS
COc1ccc(C)cc1NC(=O)CN1C(=O)c2ccccc2S1(=O)=O	0	-2	1	0.95	·	-2	0.8	2	·	17
COc1ccc(Cc2nnc(NC(=O)CSc3ccccc3)s2)cc1	-5	-2	1	1.2	-2	-15	0.8	15	94	18
O=C(COC(=O)c1cn(-c2ccccc2)nc1-c1cccnc1)NC1CC1	-2	4	1	1.1	3	-18	0.9	18	100	9
O=C(/C=C/c1ccco1)Nc1cc(Cl)ccc1C(=O)O	39	18	0.6	1.1	-2	-10	0.8	10	99	23
COc1ccccc1N1CCN(CC(=O)Nc2ccc3c(c2)OCCO3)CC1	1	5	1	1.2	-9	-2	1.1	2	97	-5
CC(C)c1ccc(N2CCN(C(=O)c3ccccc3NC(=O)/C=C(\C(=O)O)c3ccccc3)CC2)cc1	-1	18	1	1.3	2	11	0.8	-11	97	23
Cc1ccc(C)c(C(C)NC(=O)c2ccccc2Br)c1 (centres undefined)	-11	-1	1.1	1.1	-4	-13	1	13	102	3
COc1cc(OC)nc(NC(=O)NS(=O)(=O)c2ccc(F)cc2)n1	-6	2	1.1	·	-13	25	1	-25	104	3
CCOC(=O)N1CCN(C(=O)CSCc2ccccc2C)CC1	-1	13	1	1.6	-2	-5	0.9	5	106	14
O=C(O)c1cccc(NC(CNS(=O)(=O)c2ccc(Cl)cc2)c2ccccc2)c1 (centres undefined)	3	17	1	1.3	-4	-6	0.8	6	101	21
COc1ccc(OC)c(NC(=O)c2ccc(CSc3ncccn3)cc2)c1	-8	14	1.1	0.82	0	-20	0.8	20	97	18
NS(=O)(=O)c1ccc(CNC(=O)Cc2c(F)cccc2Cl)cc1	0	5	1	1.1	-13	7	1.1	-7	92	-7
COc1ccc(C(C)(C)C)cc1NC(=O)c1ccc2c(c1)SC1=NS(=O)(=O)CCN12	-7	3	1.1	0.82	-8	-10	1	10	83	-2
CCO[C@@H]1OC(C(=O)N2CCCCCCC2)=C[C@H](c2csc3ccccc23)[C@H]1CCCO	-12	5	1.1	0.8	2	-10	0.7	10	102	28
O=C(Oc1cccc(/C=N/Nc2nc(Nc3ccccc3)nc(N3CCOCC3)n2)c1)c1ccco1	6	-4	0.9	0.59	-6	0	0.8	0	106	24
Cc1nccc(-c2ccc(-n3cnc4ccccc43)cc2)n1	-6	-4	1.1	0.9	-15	·	0.9	·	100	10

Outcome played no part in choosing rows; 5.6% or so of the library scored in one or more.
